Source: PubChem
HMGR II inh – inhibitors of class II HMG-CoA reductase from Enterococcus faecalis | purified E. faecalis HMGR, NADPH absorbance 340 nm kinetic | inhibition, % at 10 µM | 190,000 compounds, 0.41% hits;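 active means inhibition above a set limit, the median over all tested compounds plus 3 SD, cut at about 9.5% in these data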;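 further: enzyme runs in reverse so mevalonate oxidation gives rising NADPH absorbance; 0% = complete reaction with DMSO and 100% = background rate lacking mevalonate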
ROMK primary – modulators of human ROMK potassium channel; P48048; Tet-inducible ROMK, thallium flux fluorescence; actives lie on both sides; B-score at 10 µM; 130,000 compounds, 2% hits; AID 1918;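 active means signal ratio slope over the read window, or its plate-corrected B-score, at least 3 SD from the plate mean, either direction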;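 further: B-score of the F/F0 ratio slope over 7 to 12 s after thallium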
Target sequence (P48048 whole entry, looked up): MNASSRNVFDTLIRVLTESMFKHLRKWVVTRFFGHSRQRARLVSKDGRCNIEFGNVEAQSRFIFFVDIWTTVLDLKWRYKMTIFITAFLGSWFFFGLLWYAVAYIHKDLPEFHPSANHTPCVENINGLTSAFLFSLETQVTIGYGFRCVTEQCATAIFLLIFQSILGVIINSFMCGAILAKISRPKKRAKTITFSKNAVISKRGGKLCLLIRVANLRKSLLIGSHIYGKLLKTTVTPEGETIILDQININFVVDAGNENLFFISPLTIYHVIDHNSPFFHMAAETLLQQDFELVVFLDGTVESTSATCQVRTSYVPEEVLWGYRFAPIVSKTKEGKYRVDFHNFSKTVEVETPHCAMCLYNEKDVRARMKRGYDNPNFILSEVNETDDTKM
S1P3 antag – S1P3 (human) receptor antagonism | Q99500 | CHO S1P3 NFAT-BLA reporter, FRET fluorescence, antagonist mode | inhibition, % at 4.98 µM | 170,000 compounds, 0.27% hits;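 active means inhibition above the plate cutoff, the mean inhibition of test wells on that plate plus 3 SD, cut at about 28% in these data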;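 further: cells challenged with S1P at its EC80 of 0.8 µM; blue over green emission ratio from cleaved BLA substrate after 4 h stimulation; 0% = S1P-stimulated wells and 100% = unstimulated DMSO-only wells; some compounds past the cut are filed as inactive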
Target sequence (Q99500 whole entry, looked up): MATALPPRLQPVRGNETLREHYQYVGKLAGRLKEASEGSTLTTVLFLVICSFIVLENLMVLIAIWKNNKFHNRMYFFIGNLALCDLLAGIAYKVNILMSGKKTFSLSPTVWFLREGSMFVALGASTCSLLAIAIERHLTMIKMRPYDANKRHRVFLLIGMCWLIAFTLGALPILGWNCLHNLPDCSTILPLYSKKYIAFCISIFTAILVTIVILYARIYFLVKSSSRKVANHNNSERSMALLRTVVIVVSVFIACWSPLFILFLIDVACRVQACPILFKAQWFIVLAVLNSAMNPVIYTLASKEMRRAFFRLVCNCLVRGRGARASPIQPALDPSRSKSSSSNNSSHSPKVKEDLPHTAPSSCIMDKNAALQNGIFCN
TR-FRET SRC-2 ct – flags TR-FRET format artefacts in PPARgamma SRC-2 recruitment agonist screen; TR-FRET artefact counter-screen; stronger effect = higher value; TR-FRET ratio at 8 µM; 200,000 compounds, 0.4% hits; in the data active means TR-FRET ratio above about 2000; further: inactives centre near 1500; reference of the scale not given here
DTT redox prof – compounds producing H2O2 with reducing agent – biochemical, NIH compound library profiling, artefact control for MLSCN library redox annotation, primary screen; DTT-dependent redox cycling H2O2, phenol red/HRP absorbance; 100% = 100 µM peroxide control, 0% = buffer; activation, % at 10 µM; 200,000 compounds, 0.03% hits; AID 878;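 active means activation of at least 50% relative to the plate's high and low controls in the primary single-dose screen; inactive means activation below 50%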;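 further: compound incubated with DTT at 0.8 mM final as the reducing agent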
RAM network inh – yeast RAM network inhibition; AID 868; 190,000 compounds, 1.8% hits; S. cerevisiae dse1pr::URA3 reporter, 5-FOA growth OD615, 2 d; analog-sensitive cbk1-as2 kinase mutant strain; inhibition, % at 50 µM;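 active means inhibition above a set limit, 3 SD over mean compound inhibition, cut at about 8.4% in these data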;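 further: 0% = DMSO-only wells with no growth and 100% = 10 µM 1-NA-PP1 full growth; inhibition rescues growth on 5-FOA so higher OD means more RAM inhibition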
Lmaj promast – inhibitors of Leishmania major promastigote growth; Leishmania major promastigotes, resazurin fluorescence viability; 200,000 compounds, 9% hits; inhibition, % at 10 µM; in the data active means inhibition above about 50%;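 further: promastigotes grown with compound for 44 hours at 28 °C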
PPARg SRC-2 ag – agonists of SRC-2 recruitment by human PPARgamma; P37231; activation, % at 8 µM; 200,000 compounds, 0.34% hits; PPARgamma LBD-SRC-2 recruitment, biochemical; in the data active means activation above about 22%;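 further: 0% = vehicle and 100% = reference agonist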
PPARg SRC-1 ag – agonists of human PPARgamma SRC-1 coactivator recruitment; P37231; PPARgamma-SRC-1 coactivator recruitment biochemical assay; activation, % at 8 µM; 200,000 compounds, 0.41% hits; AID 631; in the data active means activation above about 19%;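 further: 0% = DMSO and 100% = reference agonist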
bIAP inhibitor – intestinal alkaline phosphatase (bovine) inhibition | purified bovine IAP, CDP-star luminescence, 30 min | inhibition, % at 20 µM | 190,000 tested, under 10 active | AID 1019;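 active means over 50% inhibition of intestinal alkaline phosphatase at 20 µM in the single-dose screen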
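Incubation: 30 min reaction at room temperature / Material: purified bovine intestinal alkaline phosphatase (IAP) enzyme / Input: enzyme at 1/65,000,000 dilution / Dosing: 20 µM single dose / Signal: CDP-star luminescence signal / Reagent: CDP-star chemiluminescent phosphatase substrate, 30 µM final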
PPARg SRC-3 ag – PPARgamma-driven SRC-3 recruitment agonism. 200,000 compounds, 0.26% hits. P37231. biochemical PPARgamma/SRC-3 coactivator recruitment assay. activation, % at 8 µM; in the data active means activation above about 23%;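 further: 0% = DMSO and 100% = reference agonist; some compounds past the cut are filed as inactive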
The depositor's hits bear a star; . = not tested or not shown. No enrichment for hits (roughly 13% active in at least one column).

SMILES	HMGR II inh	ROMK primary	S1P3 antag	TR-FRET SRC-2 ct	DTT redox prof	RAM network inh	Lmaj promast	PPARg SRC-2 ag	PPARg SRC-1 ag	bIAP inhibitor	PPARg SRC-3 ag
CCN1C(=O)CSC1=NC12CC3CC(CC(C3)C1)C2	-1	.	.	1608	-4.5	0.0	1	6	3	22	0
CCCn1c(N2CCN(C(=O)Nc3ccccc3)CC2)nc2ccccc21	3	-0.64	-23	1452	-0.6	1.1	3	8	6	-2	10
CC1=CC=CC2=NC(=O)CC(C)(C(=O)N(CC(=O)NC(C)C)C3CCCC3)N12 (stereo not drawn)	0	.	-31	1495	2.5	0.8	-3	-7	1	6	-14
O=[N+]([O-])c1ccc(/C=N/Nc2cc(Cl)nc(-c3ccccc3)n2)cc1	4	-0.073	.	1660	-1.6	1.7	-7	6	8	14	7
O=C(Nc1ccc(N2CCN(C(=O)c3ccc(Cl)cc3)CC2)cc1)c1cc2ccccc2o1	2	0.018	.	1531	-0.1	3.8	-1	1	3	12	-7
CCOCCCNc1nc2c(-c3ccccc3)nnn2c2ccccc12	-3	1.3	-13	1290	1.8	3.3	2	10	-5	19	-1
CCc1ccccc1NC(=O)c1cnccn1	1	-0.58	-27	1405	-0.5	2.1	-3	3	0	9	14
CCOC(=O)C1CCCCN1Cc1ccc(C(F)(F)F)cc1 (stereo not drawn)	3	.	.	1465	-15	0.1	-2	8	6	-4	-5
COc1cc(C(=O)NC(=S)Nc2ccc3c(c2)C(=O)N(C)C3=O)cc(OC)c1OC	-1	0.64	3	1379	-0.1	3.8	4	-7	2	.	-1
CCOC(=O)c1c(C)n(C)c2ccc(OCC(O)Cn3nc(C)c(Br)c3C)cc12 (stereo not drawn)	-3	.	19	1467	2.6	5.6	25	2	-4	10	4
CC(=O)c1ccc(NC(=O)C2Cc3ccccc3CN2C(=O)c2ccccc2)cc1 (stereo not drawn)	-7	.	-8	1512	0.4	1.4	1	6	3	4	0
Cc1ccc(-c2csc(/C(C#N)=C/Nc3ccccc3SC(F)(F)F)n2)c(C)c1	-8	0.046	-8	1336	2.1	4.4	-6	2	-1	2	-7
O=C1c2ccccc2C(=O)c2c1cccc2N1CCOCC1	1	-0.86	.	1649	-8.5	0.8	-3	6	14	17	9
Cc1ccc(C(=O)Nc2ccc(NC(=O)c3cccs3)cc2)cc1[N+](=O)[O-]	0	0.074	-2	1548	-0.2	2.6	-1	-1	-1	-14	-2
CCCCc1c(C)nc2ccccc2c1SCCC#N	-4	-0.86	-9	1583	0.6	0.2	3	1	-1	-91	-1
CCc1c(C)nc(SCC(=O)c2cccs2)c(C#N)c1C	2	-0.4	.	1350	0.3	2.8	19	4	0	17	4
CSc1ccccc1C(=O)C1CCCN(C(=O)c2ccc(N3CCOCC3)cc2)C1 (stereo not drawn)	-8	-1.1	7	1541	-0.4	0.9	-2	14	6	-11	1
O=C(NC1CCN(C(=O)NC2CCCCC2)CC1)c1ccco1	-5	.	-6	1492	2.4	1.7	-11	6	6	3	-2
CCSC1=N/C(=C\c2ccc(OC)cc2)C(=O)N1	-6	.	5	1665	0.5	1.4	0	-2	8	14	8
CN(C)c1ccc(P(=O)(OC2CCCCC2)C(O)c2cccnc2)cc1 (stereo not drawn)	-8	.	-32	1356	3.3	1.4	-5	-3	2	-1	-2
O=C(CSc1nc2ccccc2n1CCc1ccccc1)NC1CCS(=O)(=O)C1 (stereo not drawn)	1	.	.	1568	1.2	-1.4	3	-2	-1	-2	-2
O=C(N/N=C/c1ccc2c(c1)OCO2)/C(=C/c1ccc2c(c1)OCO2)NC(=O)c1ccccc1	2	-0.09	.	1531	-2.7	6.4	-6	4	-1	8	9
O=c1cc2c(nn1Cc1cccc(Cl)c1)-c1ccccc1CC2	0	-0.63	.	1584	0.0	0.1	8	10	2	-5	9
COc1ccc(C2Sc3nncn3N2Cc2ccc(C#N)cc2)cc1 (stereo not drawn)	-1	.	-9	1574	-0.5	0.1	-10	3	11	4	-1
CC1CC(C)(C)NC(=S)N1CC(=O)NCc1ccccc1Cl (stereo not drawn)	0	0.46	-12	1544	0.3	1.1	77*	-3	-5	-4	-4

New compounds follow.
SMILES	HMGR II inh	ROMK primary	S1P3 antag	TR-FRET SRC-2 ct	DTT redox prof	RAM network inh	Lmaj promast	PPARg SRC-2 ag	PPARg SRC-1 ag	bIAP inhibitor	PPARg SRC-3 ag
NC1=NN=C(c2ccc3c(c2)OCCO3)CS1	-2	0.26	-15	1526	-1.0	-0.5	9	-2	-9	8	-3
COc1ccc(CNC(=O)C2CCCN(c3nccc(C)n3)C2)cc1 (stereo not drawn)	-2	.	.	1510	0.9	1.0	4	-3	7	-15	-6
CCc1ccc(NC(=O)CC2NCCNC2=O)cc1 (stereo not drawn)	-4	0.46	-11	1478	0.8	0.5	-7	6	2	7	0
CCOc1cc(OCC)cc(C(=O)NC(=S)Nc2cccc(C(F)(F)F)c2)c1	1	.	.	1539	-6.4	11*	-5	2	2	28	10
Cn1nc(OCCOc2ccccc2)ccc1=O	-2	-0.48	-37	1714	-0.4	0.4	-8	6	5	11	-1
CCOC(=O)c1[nH]cnc1C(=O)Nc1ccccc1OC	-5	2	0	1589	-0.9	0.2	12	4	-5	-15	4
O=c1c2ccccc2nnn1CSc1nnc(-c2cccc(S(=O)(=O)N3CCCCC3)c2)o1	-9	-1.6	.	1660	0.0	3.4	71*	7	4	-4	2
CCCn1c(NC(=S)Nc2ccccc2)nc2ccccc21	-8	0.27	-15	1710	-0.4	3.1	31	5	8	17	4
CC(C)N(C(=O)N1CCC(c2nc(-c3ccncc3)no2)CC1)C(C)C	-4	-0.92	-22	1406	2.4	-0.8	-2	-10	-1	-3	-9
CCN1C(=O)C(CC(=O)Nc2ccc(OC)cc2)N(CCCN2CCN(c3ccc(OC)cc3)CC2)C1=S (stereo not drawn)	-2	-0.068	-13	1658	-0.9	1.9	72*	-6	5	-6	6
Cc1cc(C)n(-c2ccc(Cl)c(C(=O)O)n2)n1	0	-0.3	-19	1424	0.4	1.0	-1	-3	9	-2	2
N#Cc1c(N2CCCCC2)nc(N2CCCCC2)c2c1CCN(Cc1ccccc1)C2	-1	.	.	1604	-0.6	-0.7	100*	9	3	1	17
CCN(CC)C(=S)Nc1ccc(OC(F)F)cc1	-2	.	-14	1633	0.6	1.9	-7	7	-4	1	6
CCN=C1SC(CC(=O)NC(N)=O)C(=O)N1CC (stereo not drawn)	0	-0.043	.	1617	0.4	0.9	-3	7	-2	8	4
COc1ccc(CN2CCN(C(=O)c3ccc(-c4ccccc4)cc3)CC2)c(OC)c1OC	-1	-0.48	-2	1444	-0.3	0.1	15	0	0	-11	-1
Cc1ccc(S(=O)(=O)Nc2ccc(C(=O)Nc3cc(C)on3)cc2)cc1	-2	.	-21	1589	-2.5	5.4	7	8	5	8	-8
O=C(C1CCCCC1)N1CCN(c2nc(-c3ccc(F)cc3)cs2)CC1	1	-0.13	2	1791	2.1	4.6	-8	1	-4	-3	0
CC1CCc2c(nc3ncnn3c2NCCc2ccccc2F)C1 (stereo not drawn)	-6	0.0095	9	1926	-0.2	2.0	18	13	6	-8	4
CN(C)S(=O)(=O)c1ccc(N2CCCC2)c(C(=O)NCc2cccc(C(F)(F)F)c2)c1	-5	1.4	.	1418	0.2	2.7	3	3	-4	11	-3
CCN(CC)c1nc(N)nc(N(c2ccccc2)c2ccccc2)n1	-9	.	.	1544	-0.9	0.8	7	3	-4	6	3
Cc1cc(C)nc(Sc2ccc3nnc(C(F)(F)C(F)(F)C(F)(F)F)n3n2)n1	-4	.	11	1582	1.0	0.0	2	-2	0	-1	-4
N#Cc1ccc(CSc2nnc(-c3cccc(S(=O)(=O)N4CCCCC4)c3)o2)cc1	-4	-0.84	6	1506	2.1	4.2	9	2	4	10	5
CCCCNC(=O)C(C#N)c1nc2ccccc2nc1N1CCN(c2ccccc2F)CC1 (stereo not drawn)	-1	-0.93	.	1549	-0.7	6.3	5	6	7	7	-10
O=C(CSc1ncnc2c1oc1ccccc12)Nc1cccc(Cl)c1	3	1.7	-13	1548	0.3	4.0	-1	25*	11	6	33*
O=C(Nc1ccc2c(c1)CCC2)c1cnn2c1NC(c1ccco1)CC2C(F)(F)F (stereo not drawn)	-4	-0.38	10	1641	1.7	4.8	-7	9	6	11	-4

The list continues:
SMILES	HMGR II inh	ROMK primary	S1P3 antag	TR-FRET SRC-2 ct	DTT redox prof	RAM network inh	Lmaj promast	PPARg SRC-2 ag	PPARg SRC-1 ag	bIAP inhibitor	PPARg SRC-3 ag
CC1CCC(NC(=O)c2cc3c(s2)CS(=O)(=O)C3)CC1 (stereo not drawn)	0	.	8	1495	-1.6	1.4	-6	8	2	13	-3
CC(C)(C)c1ccc(C(=O)N/C(=C\c2ccco2)C(=O)O)cc1	0	0.74	-12	1633	-0.1	2.0	-4	6	7	2	2
COc1ccc(CN(Cc2ccccn2)S(=O)(=O)c2ccc(-n3cnnn3)c(OC)c2)cc1	-3	0.0059	10	1721	-0.5	-0.4	80*	3	8	-4	6
CCSc1nc2c(c(=O)n(C)c(=O)n2C)n1Cc1ccc(Cl)cc1	.	.	2	1609	2.1	.	4	-4	2	.	-3
Cc1cc(NC(=O)c2ccc(COc3ccccc3Cl)o2)no1	0	0.59	-2	1681	-0.2	4.7	1	1	6	-4	0
CCOC(=O)C1=C(Cn2cnc3ccccc32)NC(=O)NC1c1cc(C)ccc1C (stereo not drawn)	-6	.	8	1492	2.8	-0.4	17	5	-4	10	-3
CNc1nc(C)nc(-c2ccccc2O)n1	-2	.	-7	1490	-0.7	3.3	-6	-9	-2	8	0
CCc1[nH]c(=O)c(C#N)c2c1CCCC2	1	.	.	1514	-0.6	0.8	-4	-3	0	0	-4
COc1cc(NC(=O)c2ccc(Cl)cc2)c(OC)cc1NC(=O)CN1CCOCC1	1	0.39	12	1587	1.9	0.2	2	-5	1	-3	10
Cc1oc2cc([N+](=O)[O-])c(O)c([N+](=O)[O-])c2c1C(=O)c1ccc(Br)cc1	-2	1.5	-3	1466	-0.3	4.2	-8	-9	-2	-6	-4
COc1ccc(OC)c(-c2csc(NC(=O)CSc3ccc(Br)cc3)n2)c1	-8	0	-5	1711	0.4	7.1	53*	3	2	9	3
C=CC[n+]1c(-c2ccc(OC)cc2)csc1NNC(=O)Nc1ccccc1	-4	1.1	.	1340	-0.3	2.0	7	7	3	29	-4
COc1ccc(OCc2nnc(SCC(=O)NNC(=O)c3ccc(C)cc3)n2C)cc1	-4	.	5	1625	-0.5	-0.3	14	-10	-3	19	2
